# KCNH2 3.1 inh: inhibitors of human KCNH2 3.1 potassium channel isoform; U2OS KCNH2 3.1, thallium flux FluxOr; active compounds read low; AID 720553; activity change, % (tested at about 1.8 µM); 0.95% of 340,000 active;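 active = maximum activity change below -70%; inconclusive = maximum activity change from -70% to -50%; inactive = maximum activity change above -50%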;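 also: thallium influx rate constant from kinetic fluorescence after stimulation buffer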
#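 Kinetic fluorescence (2 min after stimulation buffer) measures Tl+ influx through KCNH2 3.1 expressed by viral transduction in U2OS cells; the rate constant is normalized against DMSO controls serving as positive and negative references.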
# GALK inhibitor: inhibitors of human galactokinase; Purified GALK, Kinase-Glo residual ATP luminescence; Potency, µM (top dose mostly 57.5 µM), without a hit: top-dose activity change, negative = inhibition, usual class: inhibitors; 0.007% of 270,000 active; also: potency is read from the fitted curve at half-maximal effect
#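 Human GALK (5 nM) with 35 uM ATP and 100 uM galactose in 20 mM HEPES pH 8.0, 5 mM MgCl2, 60 mM NaCl, 1 mM DTT, 0.01% BSA. After 1 h at room temperature, leftover ATP was read by Kinase-Glo Plus luminescence.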
# uPA surface inh: cell surface uPA generation inhibition; Potency, µM (highest dose often 38.3 µM), for inactives: top-dose activity change, negative = inhibition, most hits filed as inhibitors; cell surface uPA generation assay, qHTS; AID 540303; 0.31% of 330,000 active; active = well fitted inhibition curve with a large enough effect; inconclusive = small, poorly fitted or top-dose-only effect; inactive = no such curve, though single readings can be large or run the other way; tested in mouse RAW 264.7 cells; also: potency is read from the fitted curve at half-maximal effect; nearly all actives have a fitted effect of over 55% in size
# PKM2 activator: increases activity of human pyruvate kinase M2 | Potency, µM (doses to about 57.5 µM), for inactives: at the highest dose activation, hits mostly activators | AID 1631 | 0.34% of 260,000 active | purified PKM2, Kinase-Glo ATP luminescence, activation; response scale: 0% is enzyme alone, no compound | P14618; also: potency is read from the fitted curve at half-maximal effect; nearly all actives have a fitted effect of over 55% in size
#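 Kinase-Glo luminescence reports ATP generated from ADP (0.1 mM) and PEP (0.5 mM) by purified hPK-M2 after 1 h at room temperature, pH 7.2 imidazole buffer; intermediate enzyme activity allows detecting inhibitors and activators.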
# Eya2 inh: inhibitors of human Eya2 phosphatase activity | O00167 | recombinant Eya2, OMFP fluorescence dephosphorylation (OMFP is methylfluorescein phosphate) | Potency, µM (titrated, usually from 76.9 µM), without a hit: at the highest dose activity, negative = inhibition, usual class: inhibitors | 0.006% of 330,000 active | AID 488837; also: potency is read from the fitted curve at half-maximal effect
#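 Eya2 (0.2 uM) preincubated 10 min at ambient with compound, then OMFP substrate added at 50 uM; 10 min reaction in 50 mM HEPES pH 7.5, 50 mM NaCl, 5 uM MgCl2, 0.05% BSA, 1 mM DTT. Fluorescence read at Ex 485/Em 525 nm.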
# hERG WT inh: blocks the wildtype human KCNH2 potassium channel | Q12809 | U2OS, BacMam KCNH2, thallium flux FluxOr; active compounds read low | activity change, % at 1.84 µM | 0.37% of 340,000 active | AID 720551;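 active = maximum activity change below -70%; inconclusive = maximum activity change between -70% and -50%; inactive = maximum activity change above -50%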
# Target sequence (Q12809 whole entry, looked up): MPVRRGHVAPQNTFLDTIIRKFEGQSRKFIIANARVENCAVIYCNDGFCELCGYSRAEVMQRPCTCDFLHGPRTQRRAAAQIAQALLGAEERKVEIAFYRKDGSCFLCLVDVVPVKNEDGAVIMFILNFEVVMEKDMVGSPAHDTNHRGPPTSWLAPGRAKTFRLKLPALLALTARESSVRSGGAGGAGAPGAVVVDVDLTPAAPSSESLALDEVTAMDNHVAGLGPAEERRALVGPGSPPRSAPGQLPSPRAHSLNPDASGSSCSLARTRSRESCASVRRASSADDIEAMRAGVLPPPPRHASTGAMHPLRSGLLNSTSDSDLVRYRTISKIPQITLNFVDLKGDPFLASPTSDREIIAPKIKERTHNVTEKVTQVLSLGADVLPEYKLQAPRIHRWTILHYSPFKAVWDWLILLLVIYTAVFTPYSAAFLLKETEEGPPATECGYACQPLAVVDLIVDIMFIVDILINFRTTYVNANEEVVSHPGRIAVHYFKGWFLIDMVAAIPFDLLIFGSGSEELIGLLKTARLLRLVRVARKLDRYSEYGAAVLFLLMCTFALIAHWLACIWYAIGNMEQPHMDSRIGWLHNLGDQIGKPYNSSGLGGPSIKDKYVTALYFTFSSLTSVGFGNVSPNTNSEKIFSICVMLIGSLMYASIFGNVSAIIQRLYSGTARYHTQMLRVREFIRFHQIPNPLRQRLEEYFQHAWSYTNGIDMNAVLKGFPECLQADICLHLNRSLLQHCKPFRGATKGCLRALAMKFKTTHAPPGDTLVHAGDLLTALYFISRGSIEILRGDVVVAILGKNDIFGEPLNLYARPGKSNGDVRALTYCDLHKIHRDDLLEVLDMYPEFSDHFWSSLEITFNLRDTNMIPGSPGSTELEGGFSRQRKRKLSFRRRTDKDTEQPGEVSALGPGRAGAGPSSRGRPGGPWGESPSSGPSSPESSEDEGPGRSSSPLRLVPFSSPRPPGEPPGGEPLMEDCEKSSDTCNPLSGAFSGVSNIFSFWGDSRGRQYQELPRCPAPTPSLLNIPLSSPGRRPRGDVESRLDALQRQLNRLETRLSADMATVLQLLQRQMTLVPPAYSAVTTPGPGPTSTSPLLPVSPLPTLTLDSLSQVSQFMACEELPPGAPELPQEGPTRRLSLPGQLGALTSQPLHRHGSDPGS
#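 U2OS cells were transduced with wild-type KCNH2 virus (2.03 x 10^8 / mL) for 4 h at room temperature, then cultured overnight at 37 C. Thallium flux was read with FluxOr dye. Rate constants were normalized to DMSO controls.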
# Giardia killer: kills Giardia lamblia; activity change, % at 7.66 µM, hits read low; 0.15% of 340,000 active; AID 540267; Giardia lamblia trophozoite viability; in the data active = activity change below about -80%; inconclusive = between about -30% and that limit;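 also: parasites exposed to compound for two days anaerobically before the ATP read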
#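 Luminescent ATP signal served as the viability read-out, measured 15-30 min after adding ATP detection reagent to trophozoites that had been incubated with compounds for 48 hrs at 37 deg C anaerobically at 100 cells/well.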
# Chronic BCR inh: blocks chronic active B-cell receptor signaling. ABC-DLBCL IkBa-CBG/CBR reporter, luminescence ratio, 4 h. 0.05% of 340,000 active. Potency, µM (series often up to 46.1 µM), for the others: top-dose ratio change, negative = lower green/red ratio, hits mostly inhibitors; active = well fitted inhibition curve with a large enough effect in the signal ratio, with a control signal flat, not every such curve was filed as active; inconclusive = small, poorly fitted or top-dose-only effect, or effect the other way, or a change in a side signal; the % refers to the signal ratio;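 also: potency is read from the fitted curve at half-maximal effect; plate controls were basal doxycycline-induced cells for no effect and cells given 10 µM MG132 for full effect; MG132 reads +100%, hits lower the ratio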
#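 Concentration-response series (up to 46 uM) were applied to TMD8 dual-reporter cells for 4 h at 37C with doxycycline. Green/red ratio, after filter-overlap correction, defined %Activity; red signal alone was normalised to basal cells and zero luminescence.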
# USP2a block: blocks human ubiquitin-specific protease USP2a. O75604. USP2 core, Ub-CHOP2 coupled fluorogenic reporter, 485/531. Potency, µM (highest dose often 38.3 µM), without a hit: top-dose activity change, negative = inhibition, actives largely listed as inhibitors. 0.01% of 330,000 active;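 also: potency is read from the fitted curve at half-maximal effect; plate controls were DMSO wells for no effect and full inhibition by NEM control for full effect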
#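 Cell-free coupled assay: 10nM USP2 core preincubated 30min RT with compound in Tris-HCl pH 8.0/CaCl2/CHAPS buffer, then 25nM Ub-CHOP2 and 25nM reporter substrate; fluorescence (Ex 485/Em 531) read after 60min RT, normalized to NEM inhibition, concentration-response curves fitted.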
# Coupling enz: counter-screen for Giardia aldolase inhibitors: coupling enzyme system | coupling enzyme system counterscreen, AmpLite Red fluorescence | activity change, negative = inhibition, % at 58.2 µM, hits read low | 0.67% of 290,000 active; in the data active = activity change below about -30%
#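 First, compound is pin-transferred into glyceraldehyde-3-phosphate coupling-enzyme reagent at 57.5 uM final and held 10 min at RT. Next, substrate, coupling system and AmpLite Red are added. After 20 min RT, fluorescence (525/598 nm) is read.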
# B2AR arrestin: recruits beta-arrestin to the human beta2-adrenergic receptor. beta-arrestin recruitment to beta2AR, cell-based reporter. 0.02% of 330,000 active. Potency, µM (doses to about 46.1 µM), for the others: at the highest dose activation, hits mostly activators. P07550;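 also: potency is read from the fitted curve at half-maximal effect; 0% = DMSO controls and full agonism = EC100 isoproterenol or metaproterenol; nearly all actives have a fitted effect of over 65% in size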
# * = called active by the depositor; ? = inconclusive; . = no result given; [ ] = remark or other dose. Unless noted, calls follow the shape of the dose curve; as a rule, active = well fitted curve in the direction sought with a large enough effect; inconclusive = small, poorly fitted or top-dose-only effect, or another doubt; inactive = no such curve, though single readings can be large; an effect the other way counts as inactive or inconclusive. Unless noted, % is scaled to controls: 0 for no effect and ±100 for the full control effect. Compounds as they come, and some 2.4% of all compounds hit somewhere here.
smiles,KCNH2 3.1 inh,GALK inhibitor,uPA surface inh,PKM2 activator,Eya2 inh,hERG WT inh,Giardia killer,Chronic BCR inh,USP2a block,Coupling enz,B2AR arrestin
CNC(=S)NNC(=O)c1sc2cc(C(F)(F)F)cnc2c1-c1ccccn1,1,7%,-3%,-3%,0%,1,4,-11%,5%,-12,-0.2%
CNC(=O)c1csc(-c2cccs2)n1,3,0%,-5%,-7%,-6%,10,4,2%,2%,0,0.0%
O=c1[nH]c(C2CCCN(S(=O)(=O)Cc3ccccc3)C2)nc2c1nnn2Cc1cccc(Cl)c1 (stereo not given),-1,3%,-6%,.,-7%,-8,-12,2%,5%,-2,-0.1%
O=c1ccc(/C=C/c2ccccc2)nn1Cc1ccc(F)cc1,11,9%,3%,4%,-2%,.,6,-5%,-3%,2,0.0%
COc1ccc(NC(=O)CSc2ncn(-c3ccccc3)n2)cc1Cl,-4,4%,.,14µM*,1%,-29,14,-11%,-1%,-1,-0.2%
COc1ccc(Cl)cc1NC(=S)N(CCN1CCOCC1)C1CCN(C(C)=O)CC1,17,-1%,0%,1%,-5%,6,-11,2%,3%,0,0.1%
COc1ccccc1CNS(=O)(=O)c1ccc(-c2cc(C)no2)cc1,-7,8%,?,.,4%,26,9,?,0%,.,0.1%
CSc1ccc(/C=C(/NC(=O)c2ccco2)C(=O)NCc2ccco2)cc1,-3,-3%,10%,-1%,4%,4,-6,0%,3%,.,0.4%
c1ccc(CNn2nnnc2-c2ccccc2)cc1,10,2%,.,0%,.,21,1,.,.,0,.
COc1cccc(NC(=O)CN(C)C(=O)c2cccnc2Nc2cccc(C(F)(F)F)c2)c1,-4,.,-11%,.,-9%,-13,2,?,-7%,.,-0.1%
COc1ccc(C)cc1S(=O)(=O)N1CCN(C(=O)c2ncoc2-c2cccc(C)c2)CC1,-14,-1%,-4%,-2%,?,-15,2,5%,3%,6,-0.2%
CCOC(=O)Nc1nnc(-c2ccccc2OC)s1,2,-3%,-12%,-2%,-16%,2,6,-10%,-4%,0,0.6%
CNC(=O)NC(=O)CSc1nc2ccccc2n1CCOC,1,1%,-2%,-1%,0%,-4,5,2%,-3%,2,-0.8%
COc1ccccc1C(CNC(=O)c1ccc(S(=O)(=O)N2CCCCC2)cc1)N(C)C (stereo not given),-7,.,2%,.,9%,55,?,-2%,2%,.,0.2%
O=C(CSCc1ccccc1)Nc1nccs1,4,-2%,8%,3%,3%,2,10,3%,2%,0,-0.4%
COC(=O)C(Cc1ccccc1)NC(=O)CC(C)CC(=O)Nc1ccc(C)cc1 (stereo not given),3,-3%,5%,-1%[11.5 µM],13%,1,4,7%,0%,0,0.1%
COCCn1c(SCC(=O)Nc2ccccc2OC)nnc1-c1ccco1,-21,-1%,0%,.,-1%,-13,23,0%,2%,-1,0.5%
O=C(OCCN1CCCCC1)c1ccc(Cl)cc1,-7,1%,-6%,-4%,12%,-14,-10,-2%,-1%,0,-0.2%
COc1ccc(-c2nc(NC(C)=O)sc2-c2ccc(OC)cc2)cc1,-1,1%,3%,7%,-22%,0,-4,-5%,-12%,-52*,-0.4%
CCOc1ccc(C(=O)NC2CCN(CC(=O)NCc3cccs3)CC2)cc1,-11,-2%,4%,2%,5%,18,4,9%,1%,1,0.3%

# As a working copy, two of the compounds above:
smiles,KCNH2 3.1 inh,GALK inhibitor,uPA surface inh,PKM2 activator,Eya2 inh,hERG WT inh,Giardia killer,Chronic BCR inh,USP2a block,Coupling enz,B2AR arrestin
COc1ccc(Cl)cc1NC(=S)N(CCN1CCOCC1)C1CCN(C(C)=O)CC1,17,-1%,0%,1%,-5%,6,-11,2%,3%,0,0.1%
COc1ccccc1CNS(=O)(=O)c1ccc(-c2cc(C)no2)cc1,-7,8%,?,.,4%,26,9,?,0%,.,0.1%

# The list goes on:
smiles,KCNH2 3.1 inh,GALK inhibitor,uPA surface inh,PKM2 activator,Eya2 inh,hERG WT inh,Giardia killer,Chronic BCR inh,USP2a block,Coupling enz,B2AR arrestin
COc1ccccc1N(CC(=O)N/N=C(\C)c1ccc(F)cc1)S(=O)(=O)c1ccccc1,-5,.,4%,.,-20%,-1,1,10%,2%,.,0.1%
O=C(O)CCC(=O)Nc1cccc(C(=O)c2ccccc2)c1,-8,1%,0%,0%,24%,-4,-23,-11%,2%,2,-0.3%
COC(=O)Nc1c(-c2ccccc2)nc2ccccn12,7,0%,.,?,-4%,-4,8,?,4%,0,0.1%
Clc1ccc(N=NN2CCOCC2)cc1,9,1%,1%,-2%,-20%,3,-6,?,-1%,0,0.2%
CCOC(=O)c1c(NC(=O)COC)sc2c1CCCC2,6,-1%,-2%,7%,0%,-27,-7,1%,1%,4,0.1%
CCOC(=O)CNC(=O)N1CCCC(CNS(=O)(=O)Cc2ccccc2)C1 (stereo not given),-1,0%,12%,2%,-9%,-7,18,-12%,1%,-2,-0.6%
CC1CCCC(NC(=O)CN(C)CC(=O)Nc2cccc(F)c2)C1C (stereo not given),19,.,7%,.,-17%,-3,3,-1%,0%,.,0.4%
CC(C)COc1ccc(CNC(=S)N/N=C/c2ccc([N+](=O)[O-])cc2)cc1,-17,1%,5%,-6%,-3%,-1,2,?,-2%,-3,-0.1%
CCOc1ccc(-c2nc(CSc3nnc(N)s3)cs2)cc1OC,-19,-3%,-8%,3%,-11%,-18,-3,?,1%,-1,0.5%
O=C(O)c1cccc2c1C(=O)N(C1CCCC1)C2,15,1%,0%,0%,13%,13,5,0%,1%,1,-0.5%
COc1ccc(/C=C(\C#N)c2c[nH]c3ccccc23)cc1,2,-9%,-7%,.,-5%,-1,-16,?,1%,-5,0.2%
Cc1ccc(N(C(=O)c2csnn2)C(C(=O)NC2CCCC2)c2cccnc2)cc1 (stereo not given),2,-3%,-2%,.,-7%,0,-8,5%,1%,1,0.0%
Cc1ccsc1C1CC(=O)NC2=C1C(=O)CC(C)(C)C2 (stereo not given),25,-1%,-3%,-4%,-2%,-1,9,1%,1%,1,-0.6%
CCOC(=O)C1=C(C)NC2=C(C(=O)C(C(=O)OCC)C(c3cccc(OC)c3)C2)C1c1ccccn1 (stereo not given),-10,-1%,8%,-6%,-4%,-3,5,6%,2%,0,0.3%
Clc1ccc(CN(CC2CCCO2)C(c2cccs2)c2nnnn2C2CCCC2)cc1 (stereo not given),-17,.,0%,12%,-12%,-10,6,19%,-3%,-3,0.1%
O=C(COc1ccc(F)cc1Cl)Nc1ccc(S(=O)(=O)Nc2nccs2)cc1,4,.,-3%,.,5%,-1,4,?,3%,.,-1.6%
CC1Cc2ccccc2N1C(=O)COC(=O)c1cccnc1Cl (stereo not given),-5,0%,2%,0%,-5%,7,4,-3%,1%,3,0.4%
Cc1ccc(N(CCC#N)C(=O)COC(=O)c2nc3nc(C)cc(C)n3n2)cc1,-1,.,9%,.,-2%,-7,25,0%,2%,.,-0.2%
O=C(Cc1coc2ccc3ccccc3c12)Nc1nnc(C2CC2)s1,-3,-1%,4%,2%,-9%,-7,24,?,0%,3,-0.1%
COC(=O)c1ccccc1NC(=O)CSc1n[nH]c(CC(C)C)n1,-7,4%,12%,-1%,1%,-9,13,-2%,0%,3,-0.3%
O=C(NCCN1CCOCC1)c1cc2n(n1)C(C(F)(F)F)CC(c1ccc(F)cc1)N2 (stereo not given),-10,5%,.,0%,0%,-5,1,-2%,1%,0,0.1%
CCCCNC(=O)CCCCCNS(=O)(=O)c1ccc(Br)cc1,7,-1%,7%,-8%,4%,5,1,11%,-1%,-1,-0.2%
CCCCSc1nc2ccccc2n1CC(=O)O,4,-2%,-4%,-5%,7%,5,3,17%,3%,1,0.3%
COc1ccc(-c2noc(CSc3nc(N)cc(=O)[nH]3)n2)cc1,-3,3%,-10%,1%,-11%,?,21,?,3%,1,0.2%
COc1cccc(CN(C)S(=O)(=O)c2ccccc2Br)c1,-1,.,-16%,.,1%,-10,2,-3%,3%,.,-0.4%
O=C(NCCc1c[nH]c2ccccc12)/C(=C/c1cccnc1)NC(=O)c1ccccc1,-12,0%,-5%,0%,0%,0,-16,3%,-2%,0,0.4%
COc1ccc(C(=O)CCC(=O)N2CCN(c3ccccc3)CC2)cc1,7,.,0%,-1%,2%,9,-11,-10%,-3%,0,0.2%
C(=C\c1ccccc1)/CNCC1CCCO1 (stereo not given),0,3%,-3%,-1%,4%,0,-15,1%,2%,1,-0.1%
Cc1ccc(C(=O)N(CC(C)C)c2nc3ccccc3s2)o1,-12,.,-2%,.,1%,0,1,1%,0%,-1,0.6%
Cc1c(NC(=O)/C=C/c2ccc(S(=O)(=O)N3CCOCC3)cc2)c(=O)n(-c2ccccc2)n1C,-16,0%,-2%,-4%,-9%,-2,4,-10%,-3%,-1,-0.2%

# Bioassay records deposited in PubChem BioAssay by National Center for Advancing Translational Sciences (NCATS).
